# Source: PubChem (several laboratories)
# PKA-R2B act: PKA-R2B complex activation. PKA-R2B holoenzyme dissociation, Cy5-IP20 fluorescence polarization; R2B truncated from residue 108, S112A mutant; 0% DMSO only, 100% 113 µM cGMP. activation, % at 11.4 µM. P22694+P31323. AID 504700. hit rate 0.079% among 340,000;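 active means activation above a cutoff set at the mean over all compounds plus 3 SD, cut at about 18% in these data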;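 further: higher means more holoenzyme dissociation and a rise in polarization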
# CAL PDZ FP-1: inhibitors of human CAL PDZ peptide binding. Q9HD26. purified CAL PDZ, TMR-peptide fluorescence polarization, 1 h. inhibition, % at 24.9 µM. hit rate 0.92% among 300,000. AID 602252;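 active means mean inhibition of at least 30% with at least half of replicates also reaching 30%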;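 further: 0% = DMSO neutral control and 100% = excess unlabeled competitor peptide PRC23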
# CAL PDZ FP-2: human CAL PDZ-peptide interaction inhibition | hit rate 0.02% among 330,000 | purified CAL PDZ, TMR-peptide fluorescence polarization, 1 h | inhibition, % at 20 µM | Q9HD26 | AID 504414;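 active means highest replicate inhibition of at least 40%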;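 further: plate controls were DMSO neutral control wells for no effect and unlabeled competitor peptide control wells for full effect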
#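 Material – purified CerCALP PDZ construct · Detection – FP readout, S and P plane fluorescence · Measure – percent inhibition from loss of millipolarization · Controls – unlabelled peptide for full inhibition, DMSO wells as neutral · Probe or stimulus – TMR-labelled reporter peptide T*-PRC34 bound in PDZ groove · Times – 1 h at RT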
# LANA DNA inh: KSHV C-LANA DNA binding inhibition; MBP-C-LANA/FAM-LBS DNA binding, fluorescence polarization; inhibition, % at 9 µM; hit rate 0.078% among 340,000;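 active means highest replicate inhibition at or above 60% at 9 µM, even if other replicates fall short; inactive means all replicates below 60% inhibition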;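 further: 0% = neutral control wells and 100% = 4 µM acridine orange control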
# SR-BI DiI-HDL act: SR-BI HDL lipid transfer activation; CHO ldlA[mSR-BI] cells, DiI-HDL uptake fluorescence, 3 h; 100 = double the neutral-control signal; AID 504775; activation, % at 12.5 µM; hit rate 0.096% among 320,000;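 active means mean replicate activation of at least 60% and every replicate at or above 60%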;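 further: 0% = median plate neutral-control signal and 100% = twice that signal; values of inactives mirror those of a sister screen read the other way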
#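 Material: SR-BI-overexpressing, LDLR-lacking CHO cells | Dosing: Single compound concentration, delivered by pin transfer | Probe or stimulus: Labelled HDL, 10 µg/mL | Signal: Bottom-read cell fluorescence after medium removal, ex 550/em 595 nm | Schedule: 3 h, 37 °C | Evaluation: HDL uptake via cellular fluorescence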
# Keap1 Nrf2 FP: inhibitors of human Keap1-Nrf2 protein-protein interaction; Keap1 Kelch-Nrf2 peptide fluorescence polarization, 1536-well; inhibition, % at 9.4 µM; Q14145; hit rate 0.15% among 340,000; in the data active means inhibition above about 12%;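 further: human Keap1 Kelch domain with fluorescein labeled Nrf2 9mer peptide probe; 0% = neutral control wells and 100% = peptide positive control; higher means more block of Keap1 binding to Nrf2 peptide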
# Target sequence (Q14145 whole entry, looked up, the tested form may be a part): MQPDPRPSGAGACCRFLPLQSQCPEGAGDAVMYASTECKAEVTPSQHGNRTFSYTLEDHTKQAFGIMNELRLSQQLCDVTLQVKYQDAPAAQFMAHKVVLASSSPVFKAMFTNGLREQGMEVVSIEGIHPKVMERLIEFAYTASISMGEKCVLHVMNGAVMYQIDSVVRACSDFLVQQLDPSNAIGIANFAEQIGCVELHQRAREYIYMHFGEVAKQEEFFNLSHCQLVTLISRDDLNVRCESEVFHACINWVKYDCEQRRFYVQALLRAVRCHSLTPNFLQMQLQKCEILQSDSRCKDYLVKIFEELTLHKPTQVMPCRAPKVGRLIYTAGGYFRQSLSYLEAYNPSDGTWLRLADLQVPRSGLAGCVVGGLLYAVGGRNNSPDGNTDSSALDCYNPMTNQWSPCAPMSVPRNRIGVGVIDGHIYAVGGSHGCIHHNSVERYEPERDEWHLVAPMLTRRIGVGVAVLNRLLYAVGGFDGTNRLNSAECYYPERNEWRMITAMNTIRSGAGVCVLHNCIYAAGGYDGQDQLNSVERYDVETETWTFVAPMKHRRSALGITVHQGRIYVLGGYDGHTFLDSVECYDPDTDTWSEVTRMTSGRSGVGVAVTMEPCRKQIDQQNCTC
# Rtt109 Vps75: inhibitors of Candida albicans Rtt109/Vps75 histone acetyltransferase | purified Rtt109/Vps75, ThioGlo CoA-SH fluorescence, 4 h | inhibition, % at 34.9 µM | hit rate 0.16% among 330,000;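 active means inhibition of at least 50% in every replicate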
# Target sequence (Q5AAJ8 whole entry, looked up): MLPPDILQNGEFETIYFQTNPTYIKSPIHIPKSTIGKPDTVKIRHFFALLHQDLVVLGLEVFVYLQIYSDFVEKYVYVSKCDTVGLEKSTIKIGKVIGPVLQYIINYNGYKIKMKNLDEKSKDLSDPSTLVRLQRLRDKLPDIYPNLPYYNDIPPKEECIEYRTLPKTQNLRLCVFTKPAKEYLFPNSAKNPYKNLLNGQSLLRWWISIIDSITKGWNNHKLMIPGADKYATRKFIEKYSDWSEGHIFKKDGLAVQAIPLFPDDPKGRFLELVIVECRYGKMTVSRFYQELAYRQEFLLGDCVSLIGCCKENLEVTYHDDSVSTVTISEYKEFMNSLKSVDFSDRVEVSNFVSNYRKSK
# RTF Ca sens act: increases calcium sensitivity of human cardiac regulated thin filaments; P19429+P45379; IANBD-labeled TnC RTF fluorescence at EC20 calcium; 0% EC20 calcium, 100% full calcium; activation, % at 7.2 µM; hit rate 0.24% among 340,000; AID 493008;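 active means activation above the mean over all tested compounds plus 3 SD, cut at about 30% in these data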;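 further: rise in fluorescence read as greater calcium sensitivity of cardiac thin filaments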
# DAGLB inh: diacylglycerol lipase beta (human) inhibition | hit rate 0.059% among 340,000 | inhibition, % at 5.17 µM | HEK293T DAGLB membrane lysate, EnzChek fluorogenic substrate | Q8NCG7; in the data active means inhibition above about 34%;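 further: 0% = enzyme with vehicle and 100% = wells lacking enzyme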
# Cardiac RTF inh: cardiac RTF calcium desensitization; hit rate 0.12% among 340,000; P19429+P45379; inhibition, % at 7.15 µM; IANBD-labeled cardiac RTF, Ca2+ fluorescence;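 active means inhibition above the mean inhibition of all tested compounds plus 3 SD, cut at about 17% in these data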;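 further: assay run at fixed EC70 calcium of 1.6 mM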
# * marks the source's active call; other numbers are inactive results; nt = no result given.
no.	Molecule	PKA-R2B act	CAL PDZ FP-1	CAL PDZ FP-2	LANA DNA inh	SR-BI DiI-HDL act	Keap1 Nrf2 FP	Rtt109 Vps75	RTF Ca sens act	DAGLB inh	Cardiac RTF inh
1	COC(=O)c1sc(C(F)(F)F)c(-c2ccccc2)c1S(=O)(=O)N1CCOCC1	-8	nt	-0.7	57	7	-5	-5	-3	-3	-6
2	OC1C2CN3CCN(C2)CC1(Cc1ccccc1)C3 (centres undefined)	-2	2	-0.2	0.6	12	5	2	-4	0	5
3	Cc1cccc(NS(=O)(=O)c2cccc(C(=O)N3CCCC3)c2)c1	-5	2	-2.8	1.1	9	-3	17	-2	-1	8
4	COc1ccccc1-n1cc(CN2CCCC(CO)(Cc3cccc(Cl)c3)C2)cn1 (centres undefined)	1	-3	-1.6	-1.2	nt	-8	-4	1	1	-14
5	O=C(Nc1ccccc1-c1nc2ccccc2s1)c1ccco1	-11	3	-3.5	-1.3	-70	-2	3	4	-10	1
6	O=C(c1ccccc1)N1CCC(c2nc(-c3ccc(S(=O)(=O)NCC4CCCO4)cc3)no2)CC1 (centres undefined)	7	3	0.0	2.3	-6	-7	-5	10	-2	-9
7	COC(=O)c1ccccc1S(=O)(=O)NNC(=O)c1ccccc1-n1cccc1	-4	nt	-0.2	0.0	11	-4	0	-2	0	-3
8	COc1ccc(S(=O)(=O)N(C)CC(=O)NC2CCCCC2)cc1OC	3	-1	0.4	-0.8	3	-1	-2	0	0	4
9	COC(=O)c1c(NC(=O)CN2CCN(c3cccc(Cl)c3)CC2)sc(C)c1C	-2	0	0.3	0.3	28	2	7	27	-1	-18
10	CCOC(=O)c1cccc(NC(=O)CCS(=O)(=O)c2cccs2)c1	-1	-3	nt	-0.8	-6	1	-2	4	-5	-4
11	Cc1ccc(/C=N/NC(=O)CSc2nnc(-c3ccccc3)n2-c2ccc(Cl)cc2)o1	-3	70*	-1.3	-1.2	-22	-4	14	-2	1	-13
12	O=C(NCCCCNC(=O)c1ccc(Br)s1)c1ccc(Br)s1	0	2	0.0	1.5	-3	3	-4	4	1	-3
13	CC(C)CN1C(=O)NC(NC(=O)c2cccs2)(C(F)(F)F)C1=O (centres undefined)	-1	-2	-0.6	0.9	-5	-5	1	3	-2	-4
14	Cc1c(C(=O)N2CCCC2)c(S(=O)(=O)NCC(C)c2ccccc2)c(C)n1C (centres undefined)	-11	0	-2.4	2.3	nt	-3	34	0	1	1
15	COCCNC(=O)CN(C(=O)CCC(=O)Nc1ccccn1)c1ccccc1F	-2	-2	-0.5	0.0	22	-1	-6	9	-1	6

# Entries of single compounds, looked up by structure:
# COC(=O)c1sc(C(F)(F)F)c(-c2ccccc2)c1S(=O)(=O)N1CCOCC1 as listed: PKA-R2B act = -8; CAL PDZ FP-1 = nt; CAL PDZ FP-2 = -0.7; LANA DNA inh = 57; SR-BI DiI-HDL act = 7; Keap1 Nrf2 FP = -5; Rtt109 Vps75 = -5; RTF Ca sens act = -3; DAGLB inh = -3; Cardiac RTF inh = -6
# CC(C)CN1C(=O)NC(NC(=O)c2cccs2)(C(F)(F)F)C1=O (centres undefined) as listed: PKA-R2B act = -1; CAL PDZ FP-1 = -2; CAL PDZ FP-2 = -0.6; LANA DNA inh = 0.9; SR-BI DiI-HDL act = -5; Keap1 Nrf2 FP = -5; Rtt109 Vps75 = 1; RTF Ca sens act = 3; DAGLB inh = -2; Cardiac RTF inh = -4
# O=C(Nc1ccccc1-c1nc2ccccc2s1)c1ccco1 as listed: PKA-R2B act = -11; CAL PDZ FP-1 = 3; CAL PDZ FP-2 = -3.5; LANA DNA inh = -1.3; SR-BI DiI-HDL act = -70; Keap1 Nrf2 FP = -2; Rtt109 Vps75 = 3; RTF Ca sens act = 4; DAGLB inh = -10; Cardiac RTF inh = 1

# Later entries
no.	Molecule	PKA-R2B act	CAL PDZ FP-1	CAL PDZ FP-2	LANA DNA inh	SR-BI DiI-HDL act	Keap1 Nrf2 FP	Rtt109 Vps75	RTF Ca sens act	DAGLB inh	Cardiac RTF inh
16	COc1ccc(CCNC(=O)C2CCCN2C(=O)Nc2ccccc2)cc1OC (centres undefined)	-2	-12	-2.1	0.2	2	1	6	-4	2	1
17	CC[C@]1(C(=O)OC)[C@H]2C(=O)N(C)C(=O)[C@H]2[C@H]2CN=C(SCc3ccc(C)cc3)N21	-4	-3	0.2	0.1	16	-1	6	0	-1	-5
18	CC1CC(C)CN(c2cc(N(C)CCO)c([N+](=O)[O-])c3nonc23)C1 (centres undefined)	-3	-1	-2.0	-1.7	32	3	-1	-7	4	1
19	N#CC(C#N)=C1NC2(CCCCC2)Cc2ccccc21	-6	-2	0.4	-1.5	-2	1	-2	0	-3	-7
20	O=C(NC1CCS(=O)(=O)C1)c1ccccc1Cl (centres undefined)	7	-1	0.2	0.6	27	2	-11	-5	-1	-7
21	Cc1cc(C)c2c(=O)[nH]c(SCC(=O)c3ccc(C)c(C)c3)nc2n1	-2	0	-3.0	-0.8	22	-4	6	1	-1	6
22	CC(C)c1cc(C(N)=O)c(NC(=O)c2cccc(COc3ccc(Br)cc3)c2)s1	-2	nt	-2.6	-2.5	9	-5	-16	5	-1	-3
23	COc1ccccc1C(=O)NCCC(=O)Nc1cccnc1	-8	-2	-0.4	1.7	13	2	-8	-4	1	5
24	COc1ccccc1NC(=O)C1CCCN(c2cc(C)nc3ncnn23)C1 (centres undefined)	-2	-3	0.2	-0.7	-3	-6	8	4	-3	4
25	CC(C)(C)c1ccc(C2C3=C(CCCC3=O)NC3=C2C(=O)c2ccccc23)cc1 (centres undefined)	3	-7	-0.4	-0.8	16	2	-11	-26	22	-6
26	COc1cc(/C=C/C(=O)O)cc(S(=O)(=O)N2CCc3ccccc32)c1OC	-1	-3	-1.3	0.9	7	2	3	-3	-2	-5
27	CCOC(=O)/C(=C\c1ccc(N2CCC(c3ccccc3)=N2)cc1)C(C)=O	4	nt	-0.7	5.6	-31	0	2	72*	-7	-66
28	COc1cc(OC)cc(-c2cc3nc(C4CCN(C(=O)OC(C)(C)C)CC4)cc(=O)n3[nH]2)c1	11	-1	-1.6	1.4	-61	-5	10	12	-3	-5
29	O=C(Nc1ccc(F)cc1)Nc1ccc(Oc2ncnc3cc(Cl)ccc23)nc1	-2	2	-0.5	-0.3	13	5	-7	-1	1	-2
30	O=C(COC(=O)c1cccc(C(=O)OCC(=O)NC2CC2)n1)NC1CC1	-7	0	-2.8	1.7	3	-2	-1	4	0	-10
31	O=C(c1cc2ccccc2oc1=O)N1CCCC1	-7	-2	-0.2	1.1	-16	1	-5	4	2	-7
32	O=C(Nc1cccc(C(=O)N2CCCCC2)c1)C1CCCC1	-7	-1	0.3	0.9	-6	-2	13	-9	-5	-8
33	C=CCNc1ncnc2c1cnn2-c1ccc(OC)cc1	-12	-2	-1.2	2.6	-5	-5	-10	-1	2	-1
34	O=C(CSc1nnc(-c2cccs2)n1-c1ccccc1)N1CCOCC1	-5	-2	-0.2	-1.3	8	-2	-7	-7	0	6
35	Cc1ccc(NC(=O)CSc2nc3ccccc3nc2N2CCOCC2)c(C)c1	-4	nt	-0.3	1.0	-18	-3	6	1	-1	-8
36	CCOC(=O)c1ccc(NC(=O)Nc2ccc(Cl)cn2)cc1	-8	-4	-1.5	0.5	-2	5	nt	-5	-1	2
37	COc1ccccc1CCC(=O)OCC(=O)Nc1cccc(S(=O)(=O)N2CCOCC2)c1	-7	-2	-1.1	-2.3	-2	-1	10	-3	-5	-11
38	CC(C)c1ccc(S(=O)(=O)N2CCC(C(=O)N3CCN(c4cccc(Cl)c4)CC3)CC2)cc1	1	0	0.9	0.0	1	-4	-2	0	1	-12
39	Nc1c(S(=O)(=O)O)cc(NC(=O)c2ccccc2)c2c1C(=O)c1ccccc1C2=O	10	0	-0.1	1.0	10	-7	7	-11	61*	35*
40	CCCOc1ccccc1NC(=O)CC1Nc2ccccc2NC1=O (centres undefined)	-9	3	-0.8	1.9	-26	-7	-2	4	3	3
41	CCC1CCCCN1C(=S)NC(=O)c1ccc(F)c(S(=O)(=O)N2CCOCC2)c1 (centres undefined)	2	0	0.6	-0.5	-4	-4	0	-3	0	3
42	COc1cc(C#N)ccc1OCC(=O)NCc1cccs1	7	0	-2.1	0.7	-1	1	0	5	-3	-8
43	Cc1ccc(S(=O)(=O)N2CCOCC2)cc1NC(=O)c1ccc(F)cc1F	-4	2	0.7	-0.2	2	-5	0	1	-4	-15
44	O=S(=O)(c1ccc(Cl)cc1)N1CCCC1c1nc(-c2cccc(Cl)c2)no1 (centres undefined)	7	-1	-0.2	-3.2	3	-1	-1	-3	-13	-4
45	O=C(CCC1CCCC1)Nc1ccccc1-c1ccccc1	-10	-4	-0.5	-0.9	-7	-6	19	-3	-7	4

# Remaining list, next part
no.	SMILES	PKA-R2B act	CAL PDZ FP-1	CAL PDZ FP-2	LANA DNA inh	SR-BI DiI-HDL act	Keap1 Nrf2 FP	Rtt109 Vps75	RTF Ca sens act	DAGLB inh	Cardiac RTF inh
46	C=CCN(CC=C)C(=O)C1CCN(S(=O)(=O)c2ccc(N3CCCC3=O)cc2)CC1	-2	-5	-2.3	-1.5	41	3	22	-1	0	2
47	c1coc(CNC2CCCCC2)c1	-6	-2	0.0	1.5	21	-3	-5	1	-2	-3
48	CCOC(=O)/C(C#N)=C/c1ccc(OC(=O)c2ccccn2)cc1	7	0	-0.7	-0.5	-7	1	15	-2	-3	-1
49	COc1cc(S(=O)(=O)N2CCN(c3ccccc3)CC2)ccc1Cl	-2	-1	-0.5	2.9	-19	-7	-26	-8	0	4
50	COc1ccc(/C=N/NC(=O)c2ccc(COc3cccc4cccnc34)cc2)cc1OC	-10	-3	-0.4	-1.5	-74	1	-2	-1	3	-2
51	CCC(c1nnc(SCC(=O)Nc2cc(Cl)ccc2C#N)n1C1CCCCC1)N(C)C (centres undefined)	-10	-2	-2.4	-0.5	-23	2	nt	3	-3	6
52	CCN1CCN(CCNC(=O)C2CCCN(Cc3nc(-c4cccc(Cl)c4)oc3C)C2)CC1 (centres undefined)	-4	nt	-0.7	-0.3	25	0	0	-1	0	0
